# PMI act satM6P: activators of human phosphomannose isomerase at near-saturating mannose 6-phosphate; P34949; coupled PMI enzyme assay, resazurin fluorescence, 20 min; stronger effect = higher value; 1 = untreated enzyme, 0 = substrate-free blank; activation factor at 20 µM; 0.34% of 190,000 active;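 active = activation factor of 2 or more at 20 µM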
#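 assay system = human phosphomannose isomerase with PGI, G6PDH, diaphorase coupling enzymes | quantity = 15 ng/mL PMI | incubation = enzyme reaction with compound 20 min at room temperature | medium = HEPES pH 7.4 buffer with MgCl2 and Tween-20 | compound dosing = one concentration, 20 µM, in 1% DMSO | measured by = Diaphorase-driven resazurin-to-resorufin fluorescence, excitation 544, emission 590 nm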
# PMI activator: increases human mannose-6-phosphate isomerase activity | AID 1214 | 0.005% of 190,000 active | P34949 | activation factor at 20 µM | purified human PMI, coupled resazurin fluorescence, 20 min; stronger effect = higher value; 1 = vehicle control, 0 substrate-free wells;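 active = activation factor of 2 or more at 20 µM, relative to plate controls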
# TNAP inh hi DEA: inhibitors of human TNAP at high phosphate acceptor concentration; 0.03% of 200,000 active; inhibition, % at 20 µM; purified TNAP, CDP-star luminescence, 1 M DEA; P05186;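 active = over 50% inhibition of tissue-nonspecific alkaline phosphatase at 20 µM in the single-dose screen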;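 note: plate controls were DMSO wells for no effect and EDTA-quenched wells as full inhibition for full effect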
# Target sequence (P05186 whole entry, looked up): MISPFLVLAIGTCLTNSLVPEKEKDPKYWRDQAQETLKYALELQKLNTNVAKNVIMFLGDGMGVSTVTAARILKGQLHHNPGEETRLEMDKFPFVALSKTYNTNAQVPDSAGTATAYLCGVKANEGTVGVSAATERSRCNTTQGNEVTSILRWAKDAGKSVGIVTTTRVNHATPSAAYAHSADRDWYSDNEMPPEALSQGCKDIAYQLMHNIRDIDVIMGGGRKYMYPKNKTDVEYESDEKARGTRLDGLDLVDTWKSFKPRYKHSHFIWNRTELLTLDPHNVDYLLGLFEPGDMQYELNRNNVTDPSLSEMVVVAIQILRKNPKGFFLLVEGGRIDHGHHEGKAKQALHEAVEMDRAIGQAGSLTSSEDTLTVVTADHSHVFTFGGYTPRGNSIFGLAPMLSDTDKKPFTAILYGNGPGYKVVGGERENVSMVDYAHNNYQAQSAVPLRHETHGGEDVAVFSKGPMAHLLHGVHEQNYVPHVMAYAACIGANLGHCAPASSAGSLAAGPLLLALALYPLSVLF
# Diaphorase act: counter-screen for diaphorase-based assays: diaphorase activators and chemical reducers; activation factor at 20 µM; Diaphorase/resazurin coupled assay, resorufin fluorescence, 16 min; stronger effect = higher value; 1 = vehicle wells, 0 = NADH-free wells; 0.005% of 190,000 active; AID 1229;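 active = diaphorase activity raised at least twofold by the compound at 20 µM; inactive = activation factor below 2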
#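 Test system: Clostridium kluyveri diaphorase, purified enzyme. Buffer or medium: 50 mM HEPES pH 7.4 buffer plus MgCl2 and Tween 20. Also added: 0.114 mM NADH and 0.1 mM resazurin, final amounts. Dosing: compound 20 µM once, DMSO 1%. Schedule: 16 min enzyme reaction, ambient temperature. Detection: fluorescence of resorufin, 544 nm excitation, 590 nm emission.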
# TNAP act hiacc: TNAP (human) activation, high acceptor | P05186 | purified TNAP, CDP-star luminescence, 1 M DEA, 30 min; stronger effect = higher value; 0 = EDTA background, 1 = DMSO-only activity | activation factor at 20 µM | 200,000 tested, under 10 active | AID 1136;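 active = activation factor at least 2 at 20 µM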
#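 Measured by: Luminescent substrate turnover signal | Test system: Human TNAP | Input: TNAP 1/800 final | Dosing: 20 µM single point | Schedule: 30 min, room temperature | Controls: EDTA wells as negative control, DMSO wells as positive control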
# Diaphorase inh: diaphorase inhibition or chemical oxidation counter-screen; diaphorase resazurin-to-resorufin fluorescence, NADH, 16 min; bacterial (C. kluyveri) enzyme, not human; inhibition, % at 20 µM; 0.69% of 190,000 active; AID 1217;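 active = primary screen inhibition at 20 µM above a set limit, cut at about 50% in these data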;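 note: plate controls were DMSO with full reaction for no effect and wells lacking NADH for full effect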
#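 Detection: fluorescence of resorufin formed from resazurin, Ex 544/Em 590 nm; test system: Clostridium kluyveri diaphorase enzyme; amount: 0.14 U/mL diaphorase, enzyme working solution; times: 16-min room-temperature incubation before reading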
# G6PDH counter: L. mesenteroides G6PDH inhibition counter-screen; Purified L. mesenteroides G6PDH, diaphorase/resazurin coupled fluorescence, 45 min; inhibition, % at 5 µM; 0.12% of 200,000 active; AID 1020; in the data active = inhibition above about 50%
# FLuc act counter: affects firefly luciferase, flagging false hits in luciferase stimulation screens | P08659 | ATPlite luciferase biochemical, luminescence, 10 min; 0 = ATP-free wells, 1 = DMSO control | activation factor at 10 µM | 200,000 tested, under 10 active;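 active = luciferase activation factor, scaled between plate controls, of at least 2 with compound at 10 µM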
# Target sequence (P08659 whole entry, looked up): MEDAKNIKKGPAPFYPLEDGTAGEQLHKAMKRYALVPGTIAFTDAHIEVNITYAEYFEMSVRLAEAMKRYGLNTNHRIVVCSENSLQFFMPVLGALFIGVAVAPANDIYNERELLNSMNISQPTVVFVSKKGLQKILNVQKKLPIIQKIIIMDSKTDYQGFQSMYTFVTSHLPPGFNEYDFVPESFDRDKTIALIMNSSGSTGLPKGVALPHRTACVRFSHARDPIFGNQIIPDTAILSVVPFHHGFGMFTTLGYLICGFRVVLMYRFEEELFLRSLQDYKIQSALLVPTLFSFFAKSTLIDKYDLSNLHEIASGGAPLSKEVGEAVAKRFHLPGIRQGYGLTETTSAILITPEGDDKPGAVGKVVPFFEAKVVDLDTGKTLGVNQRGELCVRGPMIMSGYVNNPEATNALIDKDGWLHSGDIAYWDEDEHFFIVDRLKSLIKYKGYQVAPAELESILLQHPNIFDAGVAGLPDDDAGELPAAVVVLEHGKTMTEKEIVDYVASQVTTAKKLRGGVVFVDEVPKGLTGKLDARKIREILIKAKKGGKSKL
#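 test system = cell-free luciferase reagent | medium = PBS as buffer for the ATP substrate | dosing = test compounds dosed from 2 mM stocks in 100% DMSO | incubation = 10 min at ambient temperature | detection = luminescence measurement of luciferase light output | benchmarks = low control with PBS replacing ATP, high control enzyme plus ATP without compound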
# HMGR II inh: inhibitors of class II HMG-CoA reductase from Enterococcus faecalis. purified E. faecalis HMGR, NADPH absorbance 340 nm kinetic. inhibition, % at 10 µM. 0.41% of 190,000 active. AID 1066;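 active = inhibition above a set limit, the median over all tested compounds plus 3 SD, cut at about 9.5% in these data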;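 note: enzyme runs in reverse so mevalonate oxidation gives rising NADPH absorbance; 0% = complete reaction with DMSO and 100% = background rate lacking mevalonate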
# TNAP inh noacc: blocks human TNAP activity with no phosphate acceptor present; P05186; purified TNAP, CDP-star luminescence, 30 min; inhibition, % at 20 µM; 0.26% of 200,000 active;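 active = tissue-nonspecific alkaline phosphatase inhibition above about 50% at 20 µM in the single-dose screen, limit read from the data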;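 note: 0% = DMSO negative control and 100% = EDTA positive control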
# The depositor's hits bear a star; x = no result given.
[1] CCOC(=O)C1=C(c2ccccc2)N=C2SCC(=O)N2C1c1cccc(OC)c1 (stereo unspecified)
[2] CC(C)c1nc(C(=O)N2CCc3c([nH]c4ccccc34)C2c2ccccn2)cs1 (stereo unspecified)
[3] O=C(O)C1CC=CCC1C(=O)N1CCN(c2nc(-c3ccccc3Cl)c3cc(Br)ccc3n2)CC1 (stereo unspecified)
[4] COc1ccc(/C=C2\CCCC3C2=NN(C(=O)CSc2ncn[nH]2)C3c2ccc(OC)cc2)cc1 (stereo unspecified)
[5] CCc1ccc(OC(C)c2nnc(SCC(=O)Nc3ncccc3C)n2C)cc1 (stereo unspecified)
[6] O=S(=O)(c1ccc(S(=O)(=O)N(Cc2ccc(F)cc2)C2CCCC2)cc1)N1CCCC1
[7] Cc1cc(C)n(C(=O)c2ccc(S(=O)(=O)N3CCCC3)cc2)n1
[8] COc1ccc(OC)c(C(=O)c2ccc(C(=O)Nc3ccc4ccccc4c3)cc2)c1
compound no.,1,2,3,4,5,6,7,8
PMI act satM6P,1.1,1,0.8,0.9,1,1,1.1,0.9
PMI activator,1,0.9,0.8,0.8,0.9,1.1,1,0.8
TNAP inh hi DEA,-5.7,0.8,-5.8,-0.2,0.6,-5.4,-8.1,-1.7
Diaphorase act,1,0.9,0.6,0.7,0.9,1,0.9,0.9
TNAP act hiacc,1.1,1,1.1,1,1,1.1,1.1,1
Diaphorase inh,0.0,12.6,37.7,26.5,8.9,3.0,13.2,12.3
G6PDH counter,12.3,2.8,7.4,-6.0,13.5,11.8,8.5,14.9
FLuc act counter,1,1,1,1,1.1,1,1,1
HMGR II inh,0.6,-1.6,x,-7.2,-0.7,0.9,1.5,-4.1
TNAP inh noacc,3.3,0.1,-3.0,-8.0,-6.7,4.8,-6.4,-9.0

[9] CCC(C(=O)N1CCN(C(=O)c2ccco2)CC1)c1ccccc1 (stereo unspecified)
[10] O=C1NC(c2cccc(Br)c2)=N/C1=C\c1ccco1
[11] Cc1cc(C)cc(NC(=O)COC(=O)c2cc(C)oc2C)c1
[12] Cn1c(=O)c2c3c(sc2n2c(SCC(N)=O)nnc12)CC(C(C)(C)C)CC3 (stereo unspecified)
[13] COc1ccc(NC(=O)NC2CC3CCCC(C2)N3Cc2ccccc2)cc1 (stereo unspecified)
[14] COc1ccc(C(=O)Nc2nc(-c3ccccc3)c(C(C)=O)s2)c(OC)c1
[15] CCCN(CCC)C(=O)CCSCCC(=O)N(CCC)CCC
[16] Cc1ccc(S(=O)(=O)CC#CCOC(=O)c2ccc([N+](=O)[O-])cc2)cc1
compound no.,9,10,11,12,13,14,15,16
PMI act satM6P,1.1,0.5,1,0.9,0.9,1,1,0.7
PMI activator,1.2,0.9,1.1,0.9,1,0.9,1.1,0.7
TNAP inh hi DEA,-4.8,11.5,-7.1,-2.2,-1.9,-1.2,-4.0,-7.9
Diaphorase act,1,0.6,0.8,0.9,0.9,0.9,1,0.7
TNAP act hiacc,1,0.9,1.1,1,1,1,1,1.1
Diaphorase inh,-1.7,37.8,15.8,14.8,7.3,11.8,-3.5,26.8
G6PDH counter,-1.4,20.9,5.7,12.0,6.5,8.4,8.1,2.1
FLuc act counter,1.1,0.9,1,1.1,1.1,0.8,1.1,1
HMGR II inh,-2.6,-8.0,-6.3,-2.6,-3.9,-2.6,-0.2,-0.9
TNAP inh noacc,-1.1,3.5,-10.4,-5.2,-28.0,-0.9,-9.1,-12.0

[17] Cc1ccc(OCc2nnc(NC(=O)OCC(C)C)s2)cc1
[18] COc1cc(/C=N/Nc2ccc(C)cc2)cc(Br)c1O
[19] c1ccc(Cn2nnc3c(N4CCCCCC4)ncnc32)cc1
[20] COC(=O)N1CCCc2cc(C)ccc21
[21] c1ccc(CN2C3=NCCN3c3ccccc32)cc1
[22] CCCCOC(=O)C1=C(C)Nc2ncnn2C1c1cccc(OC)c1OC (stereo unspecified)
[23] Cn1c(Cn2c(=O)sc3ccccc32)nnc1SCC(=O)NC1CCCC1
[24] N#Cc1c(N)c(C#N)c(-c2ccc(O)cc2)c2c1CCCC2
compound no.,17,18,19,20,21,22,23,24
PMI act satM6P,1,1.7,0.9,0.9,1.1,0.8,1,0.8
PMI activator,1,1.5,0.9,1,1,0.8,0.9,0.9
TNAP inh hi DEA,-2.9,2.8,0.5,-6.0,-4.5,-2.0,1.3,0.7
Diaphorase act,1,0.9,0.9,0.9,1.1,0.9,0.9,0.7
TNAP act hiacc,1,1,1,1.1,1,1,1,1
Diaphorase inh,2.2,13.6,14.7,10.8,-12.3,10.4,12.9,27.4
G6PDH counter,8.6,8.5,12.4,1.5,6.3,12.6,5.4,-4.1
FLuc act counter,1.1,1,1,1.1,1.1,1.1,1,1
HMGR II inh,1.9,-0.1,1.7,11.3*,0.1,-5.0,-2.3,-0.1
TNAP inh noacc,-5.9,5.5,-0.6,-9.4,-2.1,-2.7,-8.1,-3.9

[25] COc1ccc([N+](=O)[O-])cc1C(=O)Nc1ccc(Cc2ccncc2)cc1
[26] CC1CCCN(C(=O)c2cc(F)c(F)cc2Cl)C1 (stereo unspecified)
[27] Cc1nnc(N/N=C/c2ccco2)n1N
[28] CC(=O)N1CC(=O)N(Cc2ccccc2)/C(=C/c2ccccc2)C1=O
[29] CCCCCC(=O)Nc1ccccc1N1CCOCC1
[30] CCOc1cc(C=O)cc(Br)c1OCC(N)=O
[31] CN1CCN(C(=O)c2ccc(-n3cccn3)nc2)CC1
[32] COc1ccc(C)cc1NC(=O)CSc1ccc(Cl)cc1
compound no.,25,26,27,28,29,30,31,32
PMI act satM6P,0.9,0.9,0.4,1,0.9,1.1,0.9,0.9
PMI activator,0.9,0.9,0.8,1.1,0.9,1.1,0.9,0.8
TNAP inh hi DEA,-3.4,-1.6,-1.9,-1.7,-1.3,-1.8,-5.6,-0.5
Diaphorase act,0.9,0.9,1,1.1,0.9,1.1,0.9,0.8
TNAP act hiacc,1,1,1,1,1,1,1.1,1
Diaphorase inh,9.1,8.8,2.7,-10.9,14.4,-5.4,9.9,17.4
G6PDH counter,18.5,-2.0,1.8,0.3,1.1,0.3,10.0,16.4
FLuc act counter,1,1,1.1,1,1,1.1,0.9,1
HMGR II inh,-3.6,2.8,1.1,-2.4,-2.2,1.7,5.2,-2.5
TNAP inh noacc,-3.3,-9.9,-16.4,-6.8,-4.7,-9.1,-12.7,-8.8

[33] O=C(c1ccccc1-c1nc2ccccc2[nH]1)N1CCOCC1
[34] c1ccc2sc(Cc3nnc4n3CCCCC4)nc2c1
[35] CCOc1cc(NC(=O)c2cccs2)c(OCC)cc1NC(=O)CCC(=O)NCC1CCCO1 (stereo unspecified)
[36] Cc1no[n+]([O-])c1COc1cccc(/C=C2\N=C(c3ccccc3)OC2=O)c1
[37] Cc1cc(C)c(C)c(S(=O)(=O)N2CCN(C(=S)NCC3CCCO3)CC2)c1C (stereo unspecified)
[38] COc1ccccc1CCc1nnc(CCC(=O)NC(C)Cc2cccnc2)o1 (stereo unspecified)
[39] C=C(C)C(=O)OC1(C(F)(F)F)Oc2cc(C)ccc2NC1=O (stereo unspecified)
[40] COC(=O)CC(NC(=O)C1CC1)c1ccc2c(c1)OCO2 (stereo unspecified)
compound no.,33,34,35,36,37,38,39,40
PMI act satM6P,1,1,1,1.1,0.9,1.1,0.8,0.9
PMI activator,1,1.1,1,1.1,0.9,1,0.8,1
TNAP inh hi DEA,-2.5,-5.0,-1.1,-7.8,-7.2,-4.1,-5.6,-1.5
Diaphorase act,1,0.9,1,0.8,0.8,1.1,0.7,1
TNAP act hiacc,1,1.1,1,1.1,1.1,1,1.1,1
Diaphorase inh,-4.3,10.9,4.6,16.4,23.7,-7.2,34.5,-0.9
G6PDH counter,9.7,1.0,-3.8,-10.2,0.8,7.6,6.9,14.4
FLuc act counter,1,0.9,1,1,1.1,1,1,1
HMGR II inh,-1.2,-3.7,1.6,-6.9,0.5,7.8,-3.5,-4.6
TNAP inh noacc,-6.9,-1.7,0.7,-9.0,-12.1,-9.3,-15.4,-9.8

# Among those listed so far, these contain a furan ring, fused or not.
[9] CCC(C(=O)N1CCN(C(=O)c2ccco2)CC1)c1ccccc1 (stereo unspecified)
[10] O=C1NC(c2cccc(Br)c2)=N/C1=C\c1ccco1
[11] Cc1cc(C)cc(NC(=O)COC(=O)c2cc(C)oc2C)c1
[27] Cc1nnc(N/N=C/c2ccco2)n1N
compound no.,9,10,11,27
PMI act satM6P,1.1,0.5,1,0.4
PMI activator,1.2,0.9,1.1,0.8
TNAP inh hi DEA,-4.8,11.5,-7.1,-1.9
Diaphorase act,1,0.6,0.8,1
TNAP act hiacc,1,0.9,1.1,1
Diaphorase inh,-1.7,37.8,15.8,2.7
G6PDH counter,-1.4,20.9,5.7,1.8
FLuc act counter,1.1,0.9,1,1.1
HMGR II inh,-2.6,-8.0,-6.3,1.1
TNAP inh noacc,-1.1,3.5,-10.4,-16.4

# Additional compounds:
[41] Cc1ccccc1NS(=O)(=O)c1cc(C(=O)N2CCc3ccccc3C2)ccc1C
[42] CCc1c(O)nc(SCc2nc3ccccc3c(=O)[nH]2)[nH]c1=O
[43] COc1ccc2[nH]c(C)c(CCNC(=S)Nc3ccccc3C)c2c1
[44] COc1nc(-c2ccc(Cl)cc2)nnc1C
[45] C=CCSc1nc2sc3c(c2c(=O)[nH]1)CCC3
[46] N#C/C(=C/Nc1ccccc1)c1ccsc1
[47] COc1ccc(NC(=S)NCCCc2ccccc2)cc1
[48] Cc1ccc(C(=O)NC(=S)NCC2CCCO2)cc1 (stereo unspecified)
compound no.,41,42,43,44,45,46,47,48
PMI act satM6P,1,1.1,1,1,1,1,0.9,1
PMI activator,1,1,0.9,1,0.9,0.9,0.9,1.1
TNAP inh hi DEA,-2.5,5.3,-3.8,5.6,-0.2,-9.4,-2.2,-0.9
Diaphorase act,0.7,1,0.8,1.1,1.1,1,0.8,0.9
TNAP act hiacc,1,0.9,1,0.9,1,1.1,1,1
Diaphorase inh,30.8,4.6,19.3,-9.7,-7.4,0.8,22.7,9.4
G6PDH counter,4.4,-2.5,9.7,-0.9,15.8,7.9,-0.3,9.5
FLuc act counter,1.1,1,1.1,1,1,1,1,1
HMGR II inh,-3.3,0.2,-4.4,-0.3,1.2,3.2,-1.4,0.2
TNAP inh noacc,-6.7,0.6,-5.7,1.2,0.9,-7.6,-0.8,11.4

# Screening results (PubChem BioAssay)
